Compound activity as filed in PubChem.
AGP1-GFP MLPCN: modulators of AGP1-GFP expression in yeast TOR pathway, primary screen, cell-based, multiplex flow cytometry, S. cerevisiae, MLPCN library | AID 2066, 2009 | 320,000 tested, 0.02% active | GFP response vs DMSO, % at 10 µM | 3 h; GFP as percent of DMSO wells;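 active = GFP response relative to DMSO above a set limit, near screen average plus 3 SD, cut at about 150% in these data; inconclusive = fewer than 70 cells counted for the yeast strain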;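 also: median GFP channel fluorescence of the gated AGP1 strain per well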
MEP2-GFP yeast: modulators of MEP2-GFP levels in yeast, primary screen, S. cerevisiae, multiplex flow cytometry, MLPCN library. S. cerevisiae MEP2-GFP strain, 3 h; 100% = DMSO control level. GFP response vs DMSO, % at 10 µM. 330,000 tested, 0.51% active. AID 2016, 2009;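 active = GFP response versus DMSO above a set limit, roughly screen mean plus 3 SD, cut at about 180% in these data; inconclusive = fewer than 70 cells counted for a yeast strain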;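 also: median GFP fluorescence of the barcode-gated MEP2-GFP cells per well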
CIT2 TOR yeast: modulators of CIT2-GFP expression in yeast, primary screen, S. cerevisiae, GFP fusion, multiplex flow cytometry, MLPCN library; S. cerevisiae CIT2-GFP strain, 3 h; 100 means same as DMSO wells; GFP response vs DMSO, % at 10 µM; 320,000 tested, 0.065% active;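 active = GFP response relative to DMSO above a set limit, near the screen mean plus 3 SD, cut at about 150% in these data; inconclusive = Fewer than 70 cells measured for a yeast strain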;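 also: ratio of well median GFP fluorescence to mean of DMSO wells on the plate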
procasp7 counter: procaspase-7 activators, primary screen, counter-screen for procaspase-3 activator project, biochemical, absorbance, HTS, human. Caspase-7 (Homo sapiens), P55210. recombinant procaspase-7, Ac-DEVD-pNA absorbance 405 nm; D23A/D198A/D206A triple mutant, cannot self-cleave; scale: DMSO 0, 5 µM enzyme 100. activation, % at 8.5 µM. 330,000 tested, 0.093% active;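 active = percent activation above the screen-wide mean plus 3 SD, cut at about 25% in these data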
Target sequence (P55210 whole entry D23A/D198A/D206A): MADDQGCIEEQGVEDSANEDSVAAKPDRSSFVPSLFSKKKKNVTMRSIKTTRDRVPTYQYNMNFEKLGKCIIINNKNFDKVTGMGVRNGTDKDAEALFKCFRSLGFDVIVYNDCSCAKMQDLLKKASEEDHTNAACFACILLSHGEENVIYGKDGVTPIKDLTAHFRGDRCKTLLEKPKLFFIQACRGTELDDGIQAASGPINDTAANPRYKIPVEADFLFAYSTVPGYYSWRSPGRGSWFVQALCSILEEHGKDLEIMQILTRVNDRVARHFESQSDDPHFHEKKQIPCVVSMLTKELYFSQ
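System: Procaspase-7 triple mutant (PC-7 D3A); measure: % activation from two-timepoint absorbance difference, scaled to controls; times: 1 h compound preincubation, 2 h substrate cleavage, 25 °C; also added: Ac-DEVD-pNA substrate, 400 µM as added; measured by: Epi-absorbance of released pNA at 405 nm, two timepoints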
RPL19A TOR yeast: RPL19A-GFP expression modulators in yeast, primary screen, cell-based, S. cerevisiae, multiplex flow cytometry, MLPCN | S. cerevisiae RPL19A-GFP strain, 3 h; active compounds read low | percent response vs DMSO, % at 10 µM | 330,000 tested, 0.3% active;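 active = percent response vs DMSO below 50%; inconclusive = fewer than 70 events counted for the yeast strain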;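 also: median channel GFP fluorescence of the barcoded RPL19A-GFP strain; ratio of sample median GFP to plate DMSO average so 100% = DMSO; lower means less RPL19A-GFP as with rapamycin TOR inhibition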
AHR activator: AHR activators, primary screen, cell-based, luminescence, luciferase reporter, human | Aryl hydrocarbon receptor (Homo sapiens), P35869 | AHR-responsive luciferase reporter cells | activation, % at 5 µM | 320,000 tested, 2.5% active | AID 2796, 2010; in the data active = activation above about 47%;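 also: 0% = vehicle wells and 100% = reference agonist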
procasp3 activ: activators of human procaspase-3 D3A mutant, primary screen, biochemical, absorbance, PC-3 D3A mutant, single concentration; activation, % at 8.5 µM; AID 463141, 2010; 330,000 tested, 0.11% active; recombinant procaspase-3 D3A, Ac-DEVD-pNA absorbance 405 nm; Caspase-3 (Homo sapiens), P42574;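 active = activation above the mean of all tested compounds plus 3 SD, cut at about 21% in these data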;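 also: 0% = DMSO alone and 100% = DMSO wells spiked with extra 5 µM PC-3 D3A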
Target sequence (P42574 whole entry D9A/D28A/D175A): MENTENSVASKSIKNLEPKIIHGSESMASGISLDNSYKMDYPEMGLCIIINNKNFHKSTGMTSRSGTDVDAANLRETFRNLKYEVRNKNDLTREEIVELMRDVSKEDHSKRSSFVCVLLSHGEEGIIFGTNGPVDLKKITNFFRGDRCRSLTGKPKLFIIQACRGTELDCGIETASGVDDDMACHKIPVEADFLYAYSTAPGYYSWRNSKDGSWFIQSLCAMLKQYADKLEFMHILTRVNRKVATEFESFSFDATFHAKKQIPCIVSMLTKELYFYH
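Assay system – Procaspase-3 D3A mutant, all three cleavage aspartates alanine · Controls – DMSO-only low control, 5 µM PC-3 D3A high control · Schedule – 1 h compound preincubation, 2 h substrate hydrolysis at 25 °C · Signal – 405 nm absorbance of p-nitroaniline, reads at 0 and 120 min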
LAP4 TOR yeast: modulators of LAP4-GFP expression in yeast, primary screen, S. cerevisiae, multiplex flow cytometry, MLPCN library; 3 h; median GFP as percent of DMSO wells; GFP response vs DMSO, % at 10 µM; 320,000 tested, 0.34% active; AID 2023, 2009;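 active = GFP response vs DMSO above a set limit, about the screen mean plus 3 SD, cut at about 150% in these data; inconclusive = under 70 cell events counted for the yeast strain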
The depositor's hits bear a star; u = inconclusive; x = not tested or not shown. Compounds were not picked by outcome. About 3.5% of those tested had a hit in this group.

SMILES	AGP1-GFP MLPCN	MEP2-GFP yeast	CIT2 TOR yeast	procasp7 counter	RPL19A TOR yeast	AHR activator	procasp3 activ	LAP4 TOR yeast
COc1ccc(S(=O)(=O)Cc2ccc(C(=O)NC3CCCCCC3)o2)cc1	102.5	108.0	103.8	-4.3	100.1	2.0	7.0	100.0
COc1ccc(C(=O)NC2CCC(O)CC2)cc1S(=O)(=O)NCc1ccc(Cl)cc1 (configuration not stated)	98.4	100.7	97.9	-7.3	98.3	-1.1	2.3	101.5
CCN(C(=O)COC(=O)c1ccccc1Cc1ccccc1)C1CCS(=O)(=O)C1 (configuration not stated)	101.5	98.7	101.6	9.2	102.5	0.8	0.7	105.7
COc1cc(/C=C(\C#N)c2ccccn2)cc(OC)c1O	90.0	102.5	96.3	-4.4	95.0	-1.2	-5.6	112.7
O=C(CC1C(=O)NCCN1CC1CCCCC1)NCc1ccc(Cl)cc1 (configuration not stated)	101.9	99.7	106.2	8.0	101.8	0.8	7.1	99.7
CCCCn1c(-c2c(Cl)c(C)nn2C)n[nH]c1=S	95.4	93.1	96.4	-14.1	94.2	0.2	-2.3	93.8
CCN(CC(=O)Nc1ccc2c(c1)OCCO2)C(=O)/C=C/c1cccc(C(F)(F)F)c1	107.8	106.8	108.5	-5.5	104.9	0.5	3.8	108.9
CCOC(=O)c1nc(C)c(C(C)=O)s1	91.2	87.5	87.3	-2.4	86.2	2.9	0.2	92.8
Cc1c(OCc2ccc([N+](=O)[O-])cc2)ccc2c3c(c(=O)oc12)CCC3	106.0	108.5	105.6	-2.9	105.7	-6.3	0.1	99.2
O=C(COc1ccccc1)Nc1nnc(-c2ccc(Cl)s2)o1	87.7	100.5	88.4	12.8	100.0	-3.2	7.2	122.2
COc1cc(/C=N\NC(=O)C(C)(C)O)ccc1OC/C=C/c1ccccc1	u	101.5	79.7	x	111.8	x	x	71.3
O=C(Cn1nc(-c2ccccc2)ccc1=O)NCC1COCCO1 (configuration not stated)	101.5	101.1	106.2	-0.1	102.0	-1.5	7.0	96.9
CCOc1ccc(NC(=O)CC2C(=O)N(c3ccccc3)C(=O)N2Cc2ccccn2)cc1 (configuration not stated)	102.2	106.3	99.8	4.4	100.3	1.6	5.8	97.7
CC(C)(C)c1cc(NS(=O)(=O)c2cccs2)no1	85.2	100.6	92.8	-10.4	98.8	-0.2	6.7	87.1
CC(C)(C)OC(=O)NC(CNCc1ccccc1)Cc1ccccc1 (configuration not stated)	80.7	90.0	92.6	1.6	95.3	4.5	10.1	97.8

Of the compounds above, two contain a tert-butyl group.
SMILES	AGP1-GFP MLPCN	MEP2-GFP yeast	CIT2 TOR yeast	procasp7 counter	RPL19A TOR yeast	AHR activator	procasp3 activ	LAP4 TOR yeast
CC(C)(C)c1cc(NS(=O)(=O)c2cccs2)no1	85.2	100.6	92.8	-10.4	98.8	-0.2	6.7	87.1
CC(C)(C)OC(=O)NC(CNCc1ccccc1)Cc1ccccc1 (configuration not stated)	80.7	90.0	92.6	1.6	95.3	4.5	10.1	97.8

Additional records
SMILES	AGP1-GFP MLPCN	MEP2-GFP yeast	CIT2 TOR yeast	procasp7 counter	RPL19A TOR yeast	AHR activator	procasp3 activ	LAP4 TOR yeast
O=C(NCc1ccc2c(c1)OCO2)c1cccnc1Cl	99.7	90.9	99.2	1.2	96.1	4.0	0.5	89.1
Cc1nn2c(NCc3ccccn3)cc(C(C)(C)C)nc2c1-c1ccccc1	96.3	92.6	80.6	-6.9	97.8	0.5	-4.0	99.7
O=C(Cc1c(F)c(F)c(F)c(F)c1F)OC12CC3CC(C1)C(=O)C(C3)C2	115.1	107.3	111.0	5.6	107.6	-1.5	5.1	113.3
CC(=O)c1ccc(N2CCN(c3ccnc4cc(Cl)ccc34)CC2)cc1	98.9	97.7	100.1	0.8	96.0	-1.7	2.3	100.2
O=C(c1cccnc1)N1CCN(c2ccccc2Cl)CC1	105.1	100.6	100.2	-7.3	102.8	3.4	9.3	102.0
COc1cc(SC#N)ccc1N=Cc1c(C)[nH]n(-c2ccc(Cl)cc2)c1=O	108.2	105.0	100.5	-2.7	103.5	16.2	-4.5	107.9
O=C(Nc1ccc(Cl)c(Cl)c1)Nc1cc(C(=O)NC2CC2)ccc1Cl	96.6	101.5	102.7	-0.9	100.8	74.4*	0.1	89.3
Cc1ccc(NC(=O)Cn2cccc2)cc1C	103.5	100.6	97.6	3.0	100.5	-1.3	4.8	98.5
COc1ccccc1Cc1nnnn1CC(=O)O	96.6	97.7	99.2	-4.8	x	-3.5	1.2	98.8
CN(C)c1ccc(NC(=O)N2CCOCC2)cc1	103.8	101.8	107.5	-14.0	98.4	13.6	-13.1	96.5
O=C(COC(=O)c1ccccc1Nc1ccccc1F)c1ccccc1	99.4	98.2	92.4	4.2	95.7	-0.2	0.5	113.1
CN(CC(=O)Nc1ccc(F)c(F)c1F)C(=O)c1ccc2c(c1)S(=O)(=O)N=C1CCCCCN12	89.7	93.1	79.5	-1.9	90.7	-1.9	2.5	92.7
CCNc1nc(NC(C)(C)C)nc(N2CCCC2)n1	97.7	104.5	97.5	4.3	98.3	2.3	6.4	99.0
CN(C)/C=N/C(=S)Nc1ccccc1	95.0	96.2	89.0	11.1	94.3	-0.4	5.4	96.7
Nc1nonc1C(=O)NCCNc1ccc([N+](=O)[O-])cc1	88.4	99.0	90.3	-5.3	90.1	-0.2	-4.4	91.6

Taken from above, 4 compounds:
SMILES	AGP1-GFP MLPCN	MEP2-GFP yeast	CIT2 TOR yeast	procasp7 counter	RPL19A TOR yeast	AHR activator	procasp3 activ	LAP4 TOR yeast
CN(CC(=O)Nc1ccc(F)c(F)c1F)C(=O)c1ccc2c(c1)S(=O)(=O)N=C1CCCCCN12	89.7	93.1	79.5	-1.9	90.7	-1.9	2.5	92.7
CCNc1nc(NC(C)(C)C)nc(N2CCCC2)n1	97.7	104.5	97.5	4.3	98.3	2.3	6.4	99.0
CN(C)/C=N/C(=S)Nc1ccccc1	95.0	96.2	89.0	11.1	94.3	-0.4	5.4	96.7
Nc1nonc1C(=O)NCCNc1ccc([N+](=O)[O-])cc1	88.4	99.0	90.3	-5.3	90.1	-0.2	-4.4	91.6

Later entries.
SMILES	AGP1-GFP MLPCN	MEP2-GFP yeast	CIT2 TOR yeast	procasp7 counter	RPL19A TOR yeast	AHR activator	procasp3 activ	LAP4 TOR yeast
COc1ccc(CC(=O)OCC(=O)c2ccc(OC)cc2)cc1	93.4	105.0	88.3	0.4	96.3	3.1	1.8	97.5
CCCNC(=O)COC(=O)CCC(=O)c1cccs1	92.5	94.9	94.5	0.9	99.0	1.4	9.2	90.8
COc1cc(C(=O)OCC(=O)c2cc(C)n(C)c2C)cc(OC)c1OC	100.0	107.0	94.1	-7.5	104.8	5.4	-2.1	102.1
O=C(Cc1ccc(-n2c(=O)c3sccc3n(CC(=O)Nc3ccccc3)c2=O)cc1)NCc1ccco1	101.9	105.7	104.6	-6.2	112.2	1.5	-0.3	93.6
CCCCCOC(=O)c1ccc(N2C(=O)C3C4C=CC(C4)C3C2=O)cc1 (configuration not stated)	101.5	107.1	108.3	10.2	103.1	1.6	0.2	106.1
CC(=O)NC(C)C(=O)OCc1ccc(Cl)cc1Cl (configuration not stated)	98.4	101.6	97.8	12.2	92.7	-1.7	4.5	99.1
CN(Cc1ccccc1)C(=O)c1[nH]cnc1C(=O)Nc1ccccc1	96.4	83.4	93.5	-7.8	97.8	2.2	-6.4	97.8
COc1ccc(N(CC(=O)NCc2ccco2)C(=O)CCC(=O)Nc2nccs2)cc1	97.3	102.7	95.9	-2.6	97.5	4.3	10.6	87.7
Cc1cc(C)n(C(=O)c2ccc(S(=O)(=O)N3CCCC3)cc2)n1	105.3	108.6	101.8	4.0	101.8	1.8	-1.9	104.0
Cc1ccccc1OCC(=O)Nc1ccc(S(=O)(=O)Nc2ccccn2)cc1	108.0	101.3	110.0	1.0	109.4	2.5	-4.7	92.6
N#CCCSCc1ccc(C(=O)O)o1	97.6	98.0	93.4	-4.5	95.7	2.2	-2.0	94.6
COc1ccc(CC(=O)Nc2cccc(-c3ccc4nnc(C)n4n3)c2)cc1	111.7	107.4	109.8	7.0	106.7	-1.2	5.3	115.3
COc1ccc(C2c3[nH]c4ccccc4c3C[C@H]3C(=O)N(CCCO)CC(=O)N23)cc1OC (some centres not stated)	103.5	103.7	106.0	0.7	105.1	1.1	3.3	95.3
COc1ccc(NC(=S)N2CCN(C(c3ccccc3)c3ccccc3)CC2)cc1OC	99.3	109.7	98.0	-15.8	101.2	3.9	-11.4	96.4
NC(=O)c1ccccc1NC(=O)CC12CC3CC(CC(Br)(C3)C1)C2	93.7	94.9	86.7	7.8	94.1	3.1	-2.6	102.1
CC(C)(C)NC(=O)CSc1nc2ccccc2c(=O)[nH]1	104.6	107.2	109.1	7.1	110.6	2.6	1.2	105.0
Cc1cc(SCC2=NNC(=O)C2)c(Cl)cc1Cl	108.1	106.5	104.8	-3.5	101.0	-0.1	-5.7	115.5
C=CCNC(=O)NC(=O)COC(=O)C(C)Oc1ccc(Cl)cc1Cl (configuration not stated)	87.3	100.0	108.7	5.2	97.8	-0.2	-0.4	94.4

Structures listed so far containing fluorine, in the order listed:
SMILES	AGP1-GFP MLPCN	MEP2-GFP yeast	CIT2 TOR yeast	procasp7 counter	RPL19A TOR yeast	AHR activator	procasp3 activ	LAP4 TOR yeast
CCN(CC(=O)Nc1ccc2c(c1)OCCO2)C(=O)/C=C/c1cccc(C(F)(F)F)c1	107.8	106.8	108.5	-5.5	104.9	0.5	3.8	108.9
O=C(Cc1c(F)c(F)c(F)c(F)c1F)OC12CC3CC(C1)C(=O)C(C3)C2	115.1	107.3	111.0	5.6	107.6	-1.5	5.1	113.3
O=C(COC(=O)c1ccccc1Nc1ccccc1F)c1ccccc1	99.4	98.2	92.4	4.2	95.7	-0.2	0.5	113.1
CN(CC(=O)Nc1ccc(F)c(F)c1F)C(=O)c1ccc2c(c1)S(=O)(=O)N=C1CCCCCN12	89.7	93.1	79.5	-1.9	90.7	-1.9	2.5	92.7
